High-throughput results: PubChem BioAssay, National Center for Advancing Translational Sciences (NCATS)
TSG101-PTAP inh: blocks PTAP/TSG101 interaction to inhibit HIV-1 budding | Fluorescence polarization, FITC-PTAP peptide / Tsg101 binding | Potency, µM (titrated, usually from 115 µM), without a hit: at the top dose activity change, negative = inhibition, usual class: inhibitors | AID 493005 | Q99816 | 340,000 tested, under 10 active; active means well fitted inhibition curve with a large enough effect in the main read-out, with a control signal flat, not every such curve was filed as active; inconclusive means small, poorly fitted or top-dose-only effect, or effect the other way, or a change in a side signal; inactive means no such curve, though single readings can be large or run the other way; further: potency means the concentration at half of the fitted maximal effect; % of control where 0% means no effect
Target sequence (Q99816 whole entry, looked up): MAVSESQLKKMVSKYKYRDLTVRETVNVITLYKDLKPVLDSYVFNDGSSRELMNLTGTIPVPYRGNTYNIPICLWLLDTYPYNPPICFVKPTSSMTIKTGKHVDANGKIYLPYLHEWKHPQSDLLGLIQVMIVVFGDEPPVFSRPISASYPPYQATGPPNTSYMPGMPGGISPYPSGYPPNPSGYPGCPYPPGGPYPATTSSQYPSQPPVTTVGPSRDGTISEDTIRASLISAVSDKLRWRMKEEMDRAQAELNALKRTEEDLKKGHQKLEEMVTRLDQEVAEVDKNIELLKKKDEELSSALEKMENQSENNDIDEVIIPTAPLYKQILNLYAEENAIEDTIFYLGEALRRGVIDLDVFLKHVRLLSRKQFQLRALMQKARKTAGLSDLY
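Steps: Tsg101 binding domain dispensed (10 uM final), compounds pinned in DMSO, FITC-labeled PTAP-motif peptide added (50 nM final); after 20 min binding at room temperature, polarization measured.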
Eya2 inh: Eya2 (human) phosphatase inhibition; O00167; recombinant Eya2, OMFP fluorescence dephosphorylation (OMFP is methylfluorescein phosphate); 330,000 tested, 0.006% active; Potency, µM (series often up to 76.9 µM), for the others: at the top dose activity, negative = inhibition, hits mostly inhibitors; further: potency means the concentration at half of the fitted maximal effect; on the % scale 0 is the no-effect control and ±100 the full control effect
Target sequence (O00167 whole entry, looked up): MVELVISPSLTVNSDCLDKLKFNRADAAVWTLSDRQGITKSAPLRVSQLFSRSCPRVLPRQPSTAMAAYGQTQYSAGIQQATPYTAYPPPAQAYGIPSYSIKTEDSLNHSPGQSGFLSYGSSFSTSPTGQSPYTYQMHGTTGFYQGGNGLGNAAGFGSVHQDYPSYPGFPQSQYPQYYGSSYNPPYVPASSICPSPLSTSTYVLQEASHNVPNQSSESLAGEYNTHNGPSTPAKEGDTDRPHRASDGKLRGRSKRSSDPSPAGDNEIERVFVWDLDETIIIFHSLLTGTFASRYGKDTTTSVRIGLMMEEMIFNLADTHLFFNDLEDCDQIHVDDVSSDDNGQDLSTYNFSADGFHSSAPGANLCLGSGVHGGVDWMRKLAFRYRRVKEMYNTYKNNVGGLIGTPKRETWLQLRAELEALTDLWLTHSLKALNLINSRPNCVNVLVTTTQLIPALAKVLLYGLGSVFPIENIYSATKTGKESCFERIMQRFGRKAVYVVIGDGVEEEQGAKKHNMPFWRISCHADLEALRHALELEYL
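Eya2 protein (added as 0.2 uM solution) was preincubated with compound for 10 min at ambient temperature in 50 mM HEPES pH 7.5, 50 mM NaCl, 5 uM MgCl2, 0.05% BSA, 1 mM DTT. OMFP (added at 50 uM) then reacted 10 min; fluorescence read at 485/525 nm.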
BCR signal inh: blocks chronic active B-cell receptor signaling; 340,000 tested, 0.05% active; Potency, µM (series often up to 46.1 µM), for inactives: top-dose ratio change, negative = lower green/red ratio, most hits filed as inhibitors; ABC-DLBCL IkBa-CBG/CBR reporter, luminescence ratio, 4 h; AID 493014; active means well fitted inhibition curve with a large enough effect in the signal ratio, with a control signal flat, not every such curve was filed as active; inconclusive means small, poorly fitted or top-dose-only effect, or effect the other way, or a change in a side signal; the % refers to the signal ratio;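 further: potency means the concentration at half of the fitted maximal effect; plate controls were basal doxycycline-induced cells for no effect and cells given 10 µM MG132 for full effect; MG132 reads +100%, hits lower the ratio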
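Cell line TMD8 (human ABC DLBCL), stably expressing tet-inducible CBG68-IkBa fusion and CBR; IMDM/0.5% FBS; cpd up to 46 uM; dox induction, 4 h, 37C/5% CO2; dual luminescence; green/red ratio; MG132 control.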
Mito fusion yeast: inhibitors of mitochondrial division or activators of mitochondrial fusion; S. cerevisiae fusion-defective mutant growth rescue, CellTiterGlo 48 h; Potency, µM (highest dose often 46.1 µM), for inactives: at the top dose growth rescue (activation), hits mostly activators; 320,000 tested, 0.23% active;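 further: potency means the concentration at half of the fitted maximal effect; % of control where 0% means no effect; nearly all actives have a fitted effect of over 45% in size; temperature-sensitive fusion mutants such as fzo1-1 at 37 °C on non-fermentable ethanol glycerol medium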
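Yeast fusion mutant, YPEG (non-fermentable carbon), compound, 48 h at 37C non-permissive; CellTiterGlo added, 10 min RT, luminescence read. Rescued growth = division inhibition.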
TCR act: T cell receptor activation. 330,000 tested, under 10 active. Potency, µM (series often up to 9.22 µM), inactives show at the highest dose activation of IL-2 secretion, hits mostly activators. primary human leukocytes, anti-CD3, IL-2 HTRF, 48 h; further: % of control where 0% means no effect
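HTRF read-out of IL-2 secretion: europium cryptate donor excited at 320nm, d2 acceptor emission at 665nm. Cells were primary human leukocytes incubated 48 hr with compounds and a-CD3 beads, supplying TCR signal only.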
a7 integrin act: integrin-mediated muscular dystrophy alleviation activation | 350,000 tested, 0.064% active | alpha7betagal myoblasts, beta-gal FDG fluorescence, 48 h | AID 624291 | Potency, µM (titrated, usually from 38.3 µM), for inactives: at the top dose activation, usual class: activators;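 further: potency means the concentration at half of the fitted maximal effect; 100% = response of the positive control SU9516; nearly all actives have a fitted effect of over 60% in size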
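Alpha7betagal+/- myoblasts (passage 13) were plated 16-24 hr, then exposed to compounds (1:260 dilution of DMSO stock) for 48 hours at 37C. After MPER lysis, β-galactosidase reporter activity was read as FDG fluorescence (ex 480/em 540) after 30 minutes.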
ASM inhibitor: human S-ASM enzyme inhibition | placental ASM, HMU-PC fluorogenic substrate, 60 min | P17405 | AID 504937 | Potency, µM (doses to about 57.5 µM), without a hit: top-dose activity change, negative = inhibition, usual class: inhibitors | 340,000 tested, 0.006% active; further: potency means the concentration at half of the fitted maximal effect
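Human placenta-derived ASM preincubated with compound 10 min at room temperature, then reacted with 9 uM (final) fluorogenic HMU-PC substrate for 60 min at 37 C. Stop solution raises pH to 10; fluorescence read at Ex 386/Em 447 nm.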
TSHR antag: human thyrotropin receptor antagonism; TSHR-expressing cells, TSH-stimulated cAMP HTRF, 2 h; hits give low values; activity change, negative = inhibition, % at 11.5 µM; 330,000 tested, 0.2% active; P16473;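 active means activity change below a set negative limit, meaning inhibition stronger than a set level, cut at about -70% in these data; inconclusive means activity change between two set negative limits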; further: on the % scale 0 is the no-effect control and ±100 the full control effect
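Inhibition of cAMP made by TSHR-expressing cells under TSH stimulation (4nM final, EC80; 2 h, 37 deg C) is quantified with a one-step lysis HTRF kit, anti-cAMP cryptate versus cAMP-d2.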
Tb PFK inh: T. brucei PFK enzyme inhibition. O15648. T. brucei PFK, ADP-Glo luminescence. Potency, µM (top dose mostly 57.5 µM), for inactives: at the highest dose activity, negative = inhibition, most hits filed as inhibitors. 330,000 tested, 0.17% active. AID 485367;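 further: potency means the concentration at half of the fitted maximal effect; 0% = uninhibited 1x PFK enzyme wells and -100% = no-enzyme wells; nearly all actives have a fitted effect of over 60% in size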
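Compounds were pin-transferred as a titration series up to 57 uM into substrate buffer (0.5 mM F6P, 0.1 mM ATP, pH 8.0), then 1.25 nM PFK was added and reactions ran 45 min before ADP-Glo detection.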
A-T KAP1 phos: candidate therapy for ataxia-telangiectasia; […] A-T fibroblasts, KAP-1 phosphorylation AlphaLISA; neocarzinostatin DNA damage 30 min before lysis; Potency, µM (highest dose often 57.5 µM), for inactives: at the top dose activation, most hits filed as activators; 320,000 tested, 0.19% active; further: potency means the concentration at half of the fitted maximal effect; % of control where 0% means no effect; nearly all actives have a fitted effect of over 45% in size
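hTERT-immortalized A-T patient fibroblasts ([…]), 500 cells/well in OPTI-MEM, 1% FBS, got compounds for 60 min, then NCS for 30 min at 37C. Lysates were then assayed for phospho-KAP-1 by AlphaLISA (anti-pKAP1 donor, anti-KAP1 acceptor beads), 6 hr at 25C.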
ELG1 DNA repair: ELG1-dependent DNA repair inhibition | Potency, µM (top dose mostly 46.1 µM), without a hit: at the top dose activity change, negative = inhibition, usual class: inhibitors | HEK293T ELG1-luciferase reporter, luminescence, 16 h; DNA damage induced by 5-fluorouridine | 330,000 tested, 2.3% active; further: potency means the concentration at half of the fitted maximal effect; on the % scale 0 is the no-effect control and ±100 the full control effect; nearly all actives have a fitted effect of over 55% in size
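Step one: seed 2,000 cells per well. Step two: pin-transfer compound or DMSO alongside 5-fluorouridine. Step three: incubate 16 hr, 37 °C, 5% CO2. Step four: add ONE-Glo, wait 30 min, read luminescence.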
* marks the source's active call; other numbers are inactive results; ? = inconclusive; nt = not tested or not shown; [ ] = remark or other dose. Unless noted, the call rests on the fitted dose curve; in most records, active means well fitted curve in the direction sought with a large enough effect; inconclusive means small, poorly fitted or top-dose-only effect, or another doubt; inactive means no such curve, though single readings can be large; an effect the other way counts as inactive or inconclusive.

SMILES	TSG101-PTAP inh	Eya2 inh	BCR signal inh	Mito fusion yeast	TCR act	a7 integrin act	ASM inhibitor	TSHR antag	Tb PFK inh	A-T KAP1 phos	ELG1 DNA repair
O=c1cnnc(Nc2ccccc2)[nH]1	0%	-2%	4%	-2%	2%	14%	-2%	-1	-3%	5%	-1%
COc1ccc(CCNC(=O)c2cccc3c2C(=O)N(C2CCCCC2)C3)cc1OC	-6%	-6%	16%	26%	-2%	-4%	-1%	-78*	0%	-1%	?
COCCN(Cc1cn[nH]c1-c1ccc2cc(OC)ccc2c1)C(C)C	-5%	3%	-12%	-2%	-3%	-9%	0%	-4	0%	13%	20%
COCc1cc(C)nc2sc(C(=O)Nc3ccccc3C)c(N)c12	1%	-3%	-20%	4%	nt	1%	128%[activator]	-2	5%	18%	-13%
CCOc1ccc(NC(=O)c2ccc(CN3CCc4ccccc4C3)cc2)cc1	-1%	-9%	0%	0%	1%	3%	-3%	-28	-1%	-3%	?
COc1ccc(/C=N\NC(=O)CNC(=O)C2COc3ccccc3O2)cc1[N+](=O)[O-] (stereo not drawn)	0%	1%	-1%	-15%	0%	19%	-6%	-2	0%	8%	-3%
CC(OC(=O)c1nc(-c2ccccc2)n(-c2ccccc2)n1)C(=O)Nc1cc(Cl)cc(Cl)c1 (stereo not drawn)	-4%	-2%	16%	7%	-1%[46.1 µM]	-11%	-2%	35	-2%	4%	5%
CCN1C(C#N)=C(C#N)N=C(C)CC1(C)C	-8%	-9%	0%	2%	2%	7%	-1%	5	-1%	-4%	12%
CCOC(=O)CCCCCC(=O)Nc1ccc2c(c1)C(=O)N([C@H](C)CO)C[C@H](C)[C@@H](CN(C)C(=O)Nc1ccc(OC)cc1)O2	-1%	12%	?	nt	11%	33%	0%	13	5%	-5%	15%
Cc1ccc(C(=O)NCC(=O)OCC(=O)NCCNC(=O)COC(=O)CNC(=O)c2ccc(C)cc2)cc1	-1%	10%	?	-6%	2%	0%	nt	10	-4%	-1%	0%
O=C(/C=C/c1ccc(S(=O)(=O)N2CCOCC2)cc1)N1CCN(c2ccccc2)CC1	-1%	3%	1%	7%	5%	24%	-5%	-29	3%	5%	?
Cc1c(C(=O)N(Cc2ccc(F)cc2)C2CCS(=O)(=O)C2)oc2ccccc12 (stereo not drawn)	-7%	-9%	0%	14%	3%	24%	-1%	-1	3%	12%	-19%
COc1ccc(OCc2cccc(C(=O)N3CCCC3)c2)cc1	-14%	-2%	?	16%	2%[46.1 µM]	11%	3%	-10	-1%	1%	?
Cc1ccc(Cn2c(C)c3cnn(CC(=O)NCc4ccccn4)c(=O)c3c2C)cc1	1%	13%	?	2%	-8%	1%	3%	-5	-2%	-2%	2%
COCCNc1nnc(Cc2ccc(OC)c(OC)c2)c(=O)[nH]1	3%	3%	5%	5%	3%	5%	8%	0	0%	14%	15%
CCOc1ccccc1NC(=O)c1ccc(NC(=O)C2CCCO2)cc1 (stereo not drawn)	-4%	-9%	-1%	9%	10%	6%	5%	5	-3%	2%	-10%
Nc1n[nH]c(-c2ccccc2)c1-c1ccccc1	-2%	4%	-2%	-8%	0%	19%	3%	-9	0%	4%	-1%
COc1ccc(CCNc2oc(COc3ccc(F)cc3)nc2C#N)cc1	-2%	-7%	?	23%	0%	42%	-10%	-29	11%	1%	?
COc1ccc(OCCCC(=O)N2CCCc3ccccc32)cc1	-2%	-11%	0%	8%	-3%	5%	-1%	-9	12%	6%	-10%
O=C(CCCc1nc2ccccc2s1)NCc1ccccc1	-2%	8%	?	4%	3%[46.1 µM]	-16%	6%	4	-7%	?	?
COc1ccc(C(=O)NCCc2nnc3ccc(SCC(=O)NCc4ccc(F)cc4)nn23)cc1	-3%	-13%	-3%	1%	0%	45%	1%	-2	-8%	-1%	-7%
CCOC(=O)Cc1csc(NC(=O)c2ccc(Cl)s2)n1	-3%	-8%	?	20%	-5%	-38%	0%	7	-18%	21%	-25%
O=[N+]([O-])c1ccccc1-c1nc(-c2ccc(Br)o2)no1	-3%	-1%	?	10%	-3%	3%	0%	5	4%	-2%	?
O=C(O)c1ccc(Cl)c2c1C1C=CCC1C(c1ccccn1)N2 (stereo not drawn)	nt	-5%	13%	-8%	nt	nt	nt	4	?	-8%	1%
CCN(CC(=O)Nc1ccc(OC)cc1)C(=O)CSCC(=O)Nc1cc(C)on1	-2%	-16%	2%	-6%	7%	22%	-3%	-8	4%	-7%	?
Cn1c(CO)cnc1SCc1ccc([N+](=O)[O-])cc1	-6%	5%	14%	0%	1%	29%	3%	17	0%	-3%	11%
COCCNC(=O)COC(=O)/C=C/c1cnc2ccccc2n1	-7%	17%	?	0%	0%	0%	2%	-10	-4%	1%	-5%
COc1ccccc1NS(=O)(=O)c1cccc(C(=O)NCC(c2ccccc2OC)N2CCCC2)c1 (stereo not drawn)	0%	-6%	0%	1%	7%	-17%	4%	35	7%	13%	-8%
CC1(C)CC(NC(=O)c2cc(Cl)ccc2Cl)CC(C)(C)N1	-3%	2%	0%	-2%	nt	-41%[inhibitor]	0%	9	0%	2%	-3%
O=C(c1sc2ccccc2c1Cl)N1CCN(c2ccccn2)CC1	-8%	-4%	-2%	1%	9%	29%	-3%	-13	-10%	-1%	?
CC1CN(C(=O)Nc2ccc(Br)cc2Cl)CC(C)O1 (stereo not drawn)	-1%	10%	4%	2%	-16%	2%	2%	2	-3%	-2%	8%
CCNc1nc(NCC)n2c(SCC(=O)NCC3CCCCC3)nnc2n1	1%	-5%	-3%	1%	-4%[46.1 µM]	1%	6%	4	0%	8%	3%
Cc1ccnc(NS(=O)(=O)c2cc(-c3cc(C)no3)ccc2C(C)C)c1	-10%	-5%	-8%	-1%	1%	15%	-2%	2	-1%	2%	?
O=C1c2cccnc2C(=O)N1Cc1ccc(S(=O)(=O)N2CCN(c3ccc(Cl)cc3)CC2)cc1	-7%	13%	4%	4%	1%	-15%	-7%	-135*	0%	8%	?
Cc1ccc(C)c(OCCN2C(=O)NC3(CCc4ccccc4C3)C2=O)c1 (stereo not drawn)	-1%	-15%	?	?	-5%[46.1 µM]	20%	-3%	10	2%	9%	18%
CCOC(=O)N1CCC(NC(=O)C2CCN(c3ccc(N4CCOCC4)nn3)CC2)CC1	-6%	-1%	1%	-4%	0%	1%	253%[activator]	-3	2%	nt	2%
CCCC(=O)Nc1sc(C(=O)OC)c(C)c1C(N)=O	-7%	5%	2%	2%	-4%	-25%	-3%	-3	-6%	-4%	-12%
CCCCCN(C(=O)CCC(=O)OCCOc1ccccc1Cl)c1c(N)n(CCCC)c(=O)[nH]c1=O	3%	-30%	0%	-2%	nt	-4%	-2%	-7	0%	6%	4%
CCCCCC(=O)Nc1nc(C)c(-c2csc(Nc3ccccc3OCC)n2)s1	-2%	9%	-7%	3%	11%	-16%	-1%	-14	3%	5%	-6%
CN(C)c1ccc(C(=O)c2ccccc2C(=O)O)cc1[N+](=O)[O-]	-1%	-12%	2%	1%	-1%	-9%	-2%	2	3%	9%	1%
Cc1ccc(NC(=O)CCc2c(C)nn(-c3ccc(N4CCOCC4)nn3)c2C)cc1C	-3%	9%	0%	20%	-2%	18%	-1%	3	-1%	-1%	-1%
Cc1cccc(C)c1NC(=O)CN(C)C(=O)c1ccc(-n2cncn2)c([N+](=O)[O-])c1	-2%	-14%	-4%	-1%	-4%	6%	0%	0	-1%	0%	9%
COc1ccc(OC)c(-c2nc(C)sc2CC(=O)O)c1	0%	19%	-7%	-2%	7%	?	1%	7	9%	1%	-6%
